HIV RNase H inh – HIV-1 RT RNase H inhibitors, primary screen, biochemical, fluorescence; Gag-Pol polyprotein (Human immunodeficiency virus type 1 group M subtype B (isolate …; RT-RNase H RNA/DNA duplex cleavage; inhibition, % at 10 µM; actives 1.9% (n = 65,000); AID 565, 2006; in the data active = inhibition above about 50%
RmlCD inh mix – RmlC and RmlD coupled enzyme inhibitors, primary screen, biochemical, 384-well, compound mixtures, retest; RmlC/RmlD coupled enzyme inhibition, 384-well mixture HTS; inhibition, % at 5.5 µM; AID 1532, 2009; actives 0.39% (n = 110,000); in the data active = inhibition above about 30%, passing the limit was not always enough; note: strong numbers were not always called active
An asterisk follows results filed as active; . = not tested or not shown.

Value order – HIV RNase H inh	RmlCD inh mix
- Cc1ccc(-c2nc3ccccc3s2)cc1NC(=O)c1ccc2c(c1)OCO2
→ .	6
- COc1ccc2oc(=O)c(C(=O)Oc3ccc(NC(C)=O)cc3)cc2c1
→ .	2
- Cc1ccc(-c2nc(N)n(S(C)(=O)=O)n2)cc1
→ 3	9
- CCOC(=O)C1CCN(C(=O)c2ccc3c(c2)OCO3)CC1
→ 5	9
- CCOC(=O)CSc1nnc(-c2ccc(S(=O)(=O)N3CCC(C)CC3)cc2)o1
→ 1	8
- COc1cc(NC(=O)N2CCNC2=O)cc(C(=O)Nc2cccc(C(F)(F)F)c2)c1
→ .	5
- Nc1ccccc1N1CCOCC1
→ .	-4
- CCOC(=O)Cc1csc(NC(=O)c2cc3c(s2)CCCC3)n1
→ .	11
- CC1(C)C2CCC13CS(=O)(=O)NC3C2 (centres undefined)
→ .	7
- COc1ccc(CC(=O)Nc2oc(-c3ccccc3)c(-c3ccccc3)c2C#N)cc1OC
→ 8	7
- CC(C)c1cc(C(=O)Nc2ccc3c(c2)OCO3)no1
→ 0	-11
- O=C(CN1C(=O)c2ccccc2C1=O)OCC(=O)N1CCc2ccccc2C1
→ -67	10
- O=c1[nH]c2cc3c(cc2cc1CN(Cc1ccc2c(c1)OCO2)Cc1nnnn1CC1CCCO1)OCO3 (centres undefined)
→ .	21
- Cc1ccc(S(=O)(=O)Cc2sc3ccccc3[n+]2C)cc1
→ .	-11
- COc1ccc(N2C(=O)C3CCCN3C2c2ccc(C)cc2)cc1Cl (centres undefined)
→ -14	6
- O=C(N1CCOCC1)N1CCN(c2nc(-c3ccccc3)cs2)CC1
→ -11	6
- CC(=O)c1ccc(N2CCN(C(=O)CCS(=O)(=O)c3ccc(C)cc3)CC2)cc1
→ -10	14
- Cc1nn(Cc2ccc(Cl)cc2Cl)c(C)c1NC(=O)c1nc2n(n1)C(C(F)F)CC(C)N2 (centres undefined)
→ 2	18
- Cc1ccc(/C=N\Nc2nc3ccc(Cl)cc3[nH]2)o1
→ .	2
- COC(=O)c1cccc(NC(=O)CSc2nnc(COc3ccccc3)n2C)c1
→ -8	-9
- CC(C)NC(=O)c1ccc2c(c1)N(CC(=O)N1CCOCC1)C(=O)C(C)(C)O2
→ 21	-9
- Cc1nc(NC(=O)c2ccccc2)sc1-c1csc(Nc2ccc(Cl)cc2)n1
→ .	0
- O=C(CCCC(=O)N(CC(=O)NC1CCCCC1)CC1CCCO1)Nc1ccccn1 (centres undefined)
→ -4	10
- O=C(N1CCN(c2ccccn2)CC1)N1c2ccccc2Sc2ccccc21
→ -30	.
- O=C(Nc1nnc(-c2ccc3c(c2)CCCC3)o1)c1ccc(Cl)cc1Cl
→ .	-12
- CC(=O)NC(C)c1nc2ccccc2n1Cc1ccccc1F (centres undefined)
→ -11	-6
- COc1cc(/C=C\C(=O)OCn2nnc3ccccc3c2=O)cc(OC)c1OC
→ .	4
- CCCCC(=O)Nc1nn(C)c2nc3c(C)cccc3cc12
→ 15	-35
- Cc1ccc(-n2nnc(-c3cc4ccccc4n3C)n2)cc1
→ .	-19
- CC1=NOC2(C1)/C(=N/O)CCC/C2=N\O (centres undefined)
→ -2	-2

Reformatted with tabs: entries from further up
molecule	HIV RNase H inh	RmlCD inh mix
O=C(N1CCN(c2ccccn2)CC1)N1c2ccccc2Sc2ccccc21	-30	.
O=C(Nc1nnc(-c2ccc3c(c2)CCCC3)o1)c1ccc(Cl)cc1Cl	.	-12

Back to the main list, starting 4 compounds before the break.
Value order – HIV RNase H inh	RmlCD inh mix
- COc1cc(/C=C\C(=O)OCn2nnc3ccccc3c2=O)cc(OC)c1OC
→ .	4
- CCCCC(=O)Nc1nn(C)c2nc3c(C)cccc3cc12
→ 15	-35
- Cc1ccc(-n2nnc(-c3cc4ccccc4n3C)n2)cc1
→ .	-19
- CC1=NOC2(C1)/C(=N/O)CCC/C2=N\O (centres undefined)
→ -2	-2
- CCN1CCCC1CNC(=O)c1cc2c(C)nc3ccccc3c2o1 (centres undefined)
→ -10	10
- COc1ccc(NC(=S)NCCN2CCOCC2)c(OC)c1
→ .	3
- O=Cc1cn(CC(=O)NCC2CCCO2)c2ccccc12 (centres undefined)
→ .	11
- Cc1cccc(NC(=O)c2cc(=O)c3ccccc3o2)n1
→ .	-14
- CCN1C(=O)CC(NNC(=O)c2ccc(Cl)cc2)C1=O (centres undefined)
→ .	-1
- COc1ccc2cc(CN(CC3CCCO3)S(=O)(=O)c3ccccc3)c(=O)[nH]c2c1 (centres undefined)
→ .	-9
- Cc1cc(=O)n2nc(N3CCC(C(=O)NCCC4=CCCCC4)CC3)sc2n1
→ -3	.
- Cc1ccc(C(c2nnnn2CS(=O)(=O)c2ccc(C)cc2)N2CCC(C)CC2)cc1 (centres undefined)
→ .	3
- CS(=O)(=O)N1CCC(C(=O)O)CC1
→ .	4
- O=C1N[C@@H](Cc2ccccc2)C(=O)N2[C@@H]1C[C@]1(Br)c3ccccc3N(S(=O)(=O)c3ccccc3)[C@H]21
→ .	-2
- Cc1ccc(CSc2nc3ccccc3c(=O)n2CCCC(=O)NCc2ccco2)cc1
→ .	3
- Cc1cc(C)cc(OCC(=O)NCC2CCCO2)c1 (centres undefined)
→ -31	-11
- O=C(CSc1ccc(C(F)(F)F)cc1[N+](=O)[O-])Nc1ccccc1
→ .	15
- CCc1ccc(NC(=O)c2cc(C)on2)cc1
→ 1	4
- COc1cccc(OCC(O)CN2CC(C)CC(C)C2)c1 (centres undefined)
→ -10	12
- COc1ccc(O)c(-c2[nH]ncc2C(=O)c2ccccc2)c1
→ -42	9
- COC(=O)c1cccc(NC(=O)C(C)N2C(=O)c3ccccc3C2=O)c1 (centres undefined)
→ -5	-19
- O=C(CN1CCN(C2CCCCC2)CC1)Nc1ccccc1N1CCCCC1
→ 9	19
- COC(=O)c1ccc(C(=O)OC)c(NC(=S)N2CCCCC2)c1
→ .	6
- Cc1cc(C)n(-c2nc3c(c(=O)[nH]c(=O)n3C)n2CCc2ccccc2)n1
→ -2	-13
- Cc1ccc(O)c(C2=NCCNC(C(F)(F)C(F)F)=C2)c1
→ .	5
- CCO[C@H]1OC(C(=O)N2CCOCC2)=C[C@@H](c2cn(C(C)=O)c3ccccc23)[C@@H]1CCCO
→ .	11
- Cc1cc2cc(CN(CCCN3CCOCC3)C(=O)NC3CCCCC3)c(=O)[nH]c2cc1C
→ 5	-151
- CCCCc1ccc(C(=O)NC(C(=O)O)C(C)C)cc1 (centres undefined)
→ -4	1
- Cc1ccc(N(C(C)C(=O)O)S(=O)(=O)c2c(C)[nH]c(=O)[nH]c2=O)cc1 (centres undefined)
→ -3	4
- CCCNC(=O)C1CC(c2ccccc2[N+](=O)[O-])=NO1 (centres undefined)
→ .	18
- CC1(C)Cc2c(sc(/N=C/N3CCCC3)c2C#N)C(C)(C)N1
→ .	10
- CCCCCCn1c(N2CCN(c3ccccc3)CC2)nc2c1c(=O)[nH]c(=O)n2C
→ 6	7
- COc1ccc(C[C@H]2CN3C(=NC[C@@H]3Cc3ccccc3)N2CCNC(=O)c2ccc(C)c(Br)c2)cc1
→ .	6
- O=C1C(C23CC4CC(CC(C4)C2)C3)C(=O)N(c2ccccc2)N1c1ccccc1
→ .	-13

Structures listed so far with a cyano group (two):
Value order – HIV RNase H inh	RmlCD inh mix
- COc1ccc(CC(=O)Nc2oc(-c3ccccc3)c(-c3ccccc3)c2C#N)cc1OC
→ 8	7
- CC1(C)Cc2c(sc(/N=C/N3CCCC3)c2C#N)C(C)(C)N1
→ .	10

(more compounds)
Value order – HIV RNase H inh	RmlCD inh mix
- Cc1ccc(NC(=O)/C(CN(C)C)=N\O)cc1
→ 1	-1
- Cc1cccc(NC2(C(F)(F)F)N=C3SCCN3C2=O)n1 (centres undefined)
→ -5	.
- CCS(=O)(=O)N1CCC(C(=O)Nc2cccc(C(C)=O)c2)CC1
→ -2	-12
- COC(=O)C1C(C(C)C)N(c2ccccc2)OC1(C)O (centres undefined)
→ -6	7
- CC1=C(C)CC(C(=O)NNC(=O)c2ccccc2O)C(C(=O)O)C1 (centres undefined)
→ .	-1
- COc1ccc(CSc2nnc(C)n2N)cc1
→ -5	20
- Cc1ccc(N2C(=O)c3ccccc3C2=O)cc1C
→ -6	-16
- CCN(CC)S(=O)(=O)c1ccc(C2CNC(=O)C2)cc1 (centres undefined)
→ -5	8
- CCOC(=O)c1oc2ccc(CNCCO)c(Cl)c2c1C
→ -12	-12
- Cc1cc(C)n(C(=O)c2c([N+](=O)[O-])cnn2C)n1
→ .	-15
- CCn1c(SCC(=O)N2CCc3ccccc3C2)nc2c1c(=O)n(C)c(=O)n2C
→ -12	6
- Cc1ccc(C2N(c3ccccc3)C(=S)N3CCCN23)cc1 (centres undefined)
→ .	4
- Cc1oc(C2CC2)cc1C(=O)O
→ 2	-13
- COc1ccc(NC(=O)CSc2nnc(-c3ccccc3C)n2C)cc1
→ -7	-91
- Cc1nn(CCO)c(C)c1Oc1ccccc1O
→ -11	.
- CC(C(=O)NCc1ccccc1)N(CCN1CCOCC1)C(=O)c1snc(C(N)=O)c1N (centres undefined)
→ -1	.
- CCOC(=O)c1[nH]c2ccccc2c1CCCN1C(=O)c2ccccc2C1=O
→ .	-9
- CC1=C(C(=O)OCC(Br)(Br)Br)C(c2ccc(Br)cc2)NC(=O)N1CCCC(=O)O (centres undefined)
→ .	6
- CCNC(=O)NC(=O)CSc1cccc(C(F)(F)F)c1
→ -24	-7
- Cc1nn(C)c(C)c1/C=C1/CC2C3CC=C4CC(O)CCC4(C)C3CCC2(C)C1=O (centres undefined)
→ .	4
- CC(C)Cn1c(SCC(=O)NC(=O)Nc2ccc3c(c2)OCCO3)nc2ccccc2c1=O
→ 92*	7
- CCc1sc(NC(=O)COC)nc1-c1ccccc1
→ -3	10
- CC(C)(C)c1nnc(NC(=O)C2CCN(c3ncccn3)CC2)s1
→ -6	-9
- CC(=O)Nc1cc2c(nc1C)nc(C)n2Cc1ccc(Br)cc1
→ -5	.
- C=CCN(C(=O)CNC(=O)c1ccco1)C(C(=O)NC1CCCCC1)c1ccccc1 (centres undefined)
→ 4	3
- Nc1ccc(C#Cc2c(-c3ccsc3)oc3ccc(N4CCOCC4)cc23)cc1
→ .	-313
- Brc1ccc(OCCOCCOc2cccc3cccnc23)cc1
→ .	7
- COC(=O)c1ccc(C(=O)OC)c(NC(=O)CN2CCN(c3ccccc3OC)CC2)c1
→ -28	6
- Cc1ccc(OCC(=O)Nc2sc3c(c2C#N)CCC3)cc1
→ .	-3
- COc1cccc(CC(=O)Nc2nccs2)c1
→ 8	16
- O=c1cc(-c2ccccc2Cl)oc2c(NS(=O)(=O)c3ccccc3OC(F)(F)F)ccc(O)c12
→ .	4
- CC(C)c1ccc(N2C(=O)CC(Sc3nc4ccccc4o3)C2=O)cc1 (centres undefined)
→ .	-4
- CCCCN1CC[C@H]2C=CC[C@@H](C(=O)NCc3ccc(OC)cc3)[C@H]2C1=O
→ .	-1
- Cc1cc(C(=O)NCc2ccco2)no1
→ .	9
- COc1cccc(/C=N/NC(=O)c2ccc(-c3ccccc3)cc2)c1O
→ .	0
- COCCn1nnnc1C(c1ccccn1)N1CCN(c2cc(C)ccc2C)CC1 (centres undefined)
→ 3	-5
- CCOc1ccc(OCC)c(NC(=O)C2CCCN(S(=O)(=O)c3cnc[nH]3)C2)c1 (centres undefined)
→ -8	-17
- Cc1cc(NC(=O)Cc2cccs2)no1
→ 74*	.
- O=C1CCC(=O)N1CCOP1(=O)COc2ccccc2OC1
→ -3	-14
- O=C(C1CCN(S(=O)(=O)c2ccccc2)CC1)N(CCc1ccccc1)Cc1ccco1
→ 4	4
- COc1ccc(NC(=O)CSc2nnc(C3CC3)n2N)cc1
→ 3	-14
- O=Cc1ccc(OCC(=O)NC(=O)NC2CCCCC2)cc1
→ .	-22
- Cc1ccc(C2(C)NC(=O)N(CC(=O)NC(=O)NCCC(C)C)C2=O)cc1 (centres undefined)
→ -7	-18
- c1ccc2c(c1)C(=NCC1CCCO1)NC2=NCC1CCCO1 (centres undefined)
→ 5	-7
- O=C(OCCOc1ccccc1Cl)c1ccc(-n2cnnn2)cc1
→ -43	6
- CN(C)CC/C=C1/c2ccccc2COc2ccccc21
→ .	-7
- COC(=O)C1=CN(CCCN2CCCC2=O)C=C(C(=O)OC)C1c1cccs1
→ 0	-30
- O=C(c1ccc(C#Cc2ccccc2)o1)N1CCN(c2ccccn2)CC1
→ -5	-12
- COc1ccc(Cl)cc1Nc1nc(C)cc(=O)[nH]1
→ -6	5
- Cc1ccc2nc3n(c(=O)c2c1)CCC3
→ -11	7
- Cc1cccc(-n2ncc3c(NCCCO)ncnc32)c1
→ -9	-6
- COc1ccc(C(=O)CSc2nnc(CNc3nc(-c4ccccc4)cs3)n2C)cc1
→ 1	16
- Cc1ccc(-n2cnc3cc(NCc4cccs4)ccc32)cc1
→ .	1
- COC(=O)Nc1ccc(S(=O)(=O)N2CCN(c3ccc(F)cc3)CC2)cc1
→ -5	-13
- Cc1nnc(SCC(=O)NC(=O)NCc2ccco2)n1Cc1ccccc1
→ .	-18
- O=C(O)c1cc(S(=O)(=O)Nc2ccc3c(c2)OCCO3)c(Cl)cc1Cl
→ -6	-7
- O=C(c1nc2nc(-c3ccccc3)cc(C(F)(F)F)n2n1)N1CCCCC1
→ 1	9
- O=C(c1ccc(Cl)cc1)N1CCN(c2cc(=O)[nH]nc2-c2ccccc2)CC1
→ .	-8
- Cc1cccn2c(=O)c(C=NCc3ccco3)c(Nc3ccc(Cl)cc3)nc12
→ 4	.
- CCOC(=O)c1nn(-c2ccccc2)c(C(=O)OCC)c1N
→ -5	9

Other structures
Value order – HIV RNase H inh	RmlCD inh mix
- CNc1c([N+](=O)[O-])cnn1-c1ccc(Cl)cc1
→ .	-1
- CCn1c(CNc2ccc(OC)cc2)nnc1SCC(=O)Nc1ccc(F)cc1
→ .	9
- Cc1cccc(N2C(=O)CC(N3CCN(Cc4ccc5c(c4)OCO5)CC3)C2=O)c1 (centres undefined)
→ 3	-10
- COC(CNC(=O)c1cc(C(=O)c2c(-c3c(Cl)cccc3Cl)noc2C)c[nH]1)OC
→ .	11

Screening data (PubChem)

Some of the compounds tested; rates above refer to the full screens.
